PKA-R2B act – PKA-R2B complex activation; PKA-R2B holoenzyme dissociation, Cy5-IP20 fluorescence polarization; R2B truncated from residue 108, S112A mutant; 0% DMSO only, 100% 113 µM cGMP; activation, % at 11.4 µM; actives 0.079% (n = 340,000); AID 504700;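 active means activation above a cutoff set at the mean over all compounds plus 3 SD, cut at about 18% in these data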;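 further: higher means more holoenzyme dissociation and a rise in polarization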
Target sequence (P31323 whole entry, looked up, other chains not shown, the tested form may be a part): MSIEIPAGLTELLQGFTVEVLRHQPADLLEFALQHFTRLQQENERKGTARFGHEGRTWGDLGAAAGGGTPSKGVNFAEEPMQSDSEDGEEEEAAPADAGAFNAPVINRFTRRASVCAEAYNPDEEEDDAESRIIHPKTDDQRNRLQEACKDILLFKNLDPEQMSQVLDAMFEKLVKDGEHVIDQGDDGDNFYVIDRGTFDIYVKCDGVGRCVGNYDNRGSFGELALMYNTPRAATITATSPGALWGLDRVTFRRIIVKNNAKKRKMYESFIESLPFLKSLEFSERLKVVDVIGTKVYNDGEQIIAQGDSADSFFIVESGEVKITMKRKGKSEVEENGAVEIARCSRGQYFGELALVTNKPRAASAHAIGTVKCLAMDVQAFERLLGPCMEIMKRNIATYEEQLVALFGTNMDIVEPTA
DAGLB inhibitor – blocks human DAGLB lipase activity; HEK293T DAGLB membrane lysate, EnzChek fluorogenic substrate; AID 504411; actives 0.059% (n = 340,000); inhibition, % at 5.17 µM; in the data active means inhibition above about 34%;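 further: 0% = enzyme with vehicle and 100% = wells lacking enzyme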
Target sequence (Q8NCG7 whole entry, looked up): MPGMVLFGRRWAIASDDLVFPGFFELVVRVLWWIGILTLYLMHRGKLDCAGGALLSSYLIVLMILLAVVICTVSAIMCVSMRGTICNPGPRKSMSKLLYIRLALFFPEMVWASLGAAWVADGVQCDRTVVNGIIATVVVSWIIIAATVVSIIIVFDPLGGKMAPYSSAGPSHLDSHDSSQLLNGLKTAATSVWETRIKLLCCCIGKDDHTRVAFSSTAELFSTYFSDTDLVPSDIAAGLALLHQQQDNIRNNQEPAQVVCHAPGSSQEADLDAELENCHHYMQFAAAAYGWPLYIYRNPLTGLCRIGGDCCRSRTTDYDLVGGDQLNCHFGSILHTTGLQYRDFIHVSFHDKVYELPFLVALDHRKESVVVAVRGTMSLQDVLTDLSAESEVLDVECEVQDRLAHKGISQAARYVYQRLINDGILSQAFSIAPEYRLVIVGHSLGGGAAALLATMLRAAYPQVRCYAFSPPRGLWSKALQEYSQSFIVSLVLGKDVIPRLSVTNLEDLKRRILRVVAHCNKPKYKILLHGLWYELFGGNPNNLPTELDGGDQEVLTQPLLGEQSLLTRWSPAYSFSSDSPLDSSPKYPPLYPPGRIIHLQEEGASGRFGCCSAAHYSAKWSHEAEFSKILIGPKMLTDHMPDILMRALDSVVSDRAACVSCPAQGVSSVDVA
MOR-DOR ag – agonists of human mu-delta opioid receptor heterodimerization; P35372+P41143; cells, OPRM1-OPRD1 heterodimerization, luminescence; activation, % at 9.3 µM; actives 0.3% (n = 340,000); AID 504326; in the data active means activation above about 18%;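 further: 0% = vehicle-treated cells and 100% = reference agonist; values of inactives mirror those of a sister screen read the other way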
HTR5A ag ctr – HTR5A agonism, opioid heterodimer counter-screen | actives 0.61% (n = 340,000) | activation, % at 9.3 µM | HTR5A agonist assay, luminescence, cell-based | AID 504692; in the data active means activation mostly above about 9.5%, no sharp cut-off; inactive means mostly below about 7.6%;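 further: 0% = cells with vehicle only and 100% = reference agonist; strong numbers were not always called active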
OPRM1-OPRD1 inv – mu-delta opioid heterodimer inverse agonism; cell-based MOR-DOR heterodimer luminescence; AID 504357; inhibition, % at 9.3 µM; P35372+P41143; actives 0.21% (n = 340,000); in the data active means inhibition above about 22%, passing the limit was not always enough;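 further: 0% = cells with DMSO and 100% = wells without cells with DMSO; values of inactives mirror those of a sister screen read the other way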
PKA-R1A activ – PKA-R1A complex activation. activation, % at 11.4 µM. PKA-R1A dissociation, Cy5-IP20 fluorescence polarization; scaled: DMSO 0%, 113 µM cGMP 100%. AID 504707. P00514+P68181. actives 0.083% (n = 340,000);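 active means percent activation above the mean of all tested compounds plus 3 SD, cut at about 19% in these data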;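 further: higher means more PKAc released from R1A so a rise in polarization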
HTR5A inv ctr – inverse agonist of human HTR5A in OPRM1-OPRD1 counter-screen | HTR5A cell line, luminescence, inverse agonism | inhibition, % at 9.3 µM | actives 0.083% (n = 340,000) | AID 504634; in the data active means inhibition mostly above about 23%, no sharp cut-off; inactive means mostly below about 18%;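 further: 0% = cells with DMSO and 100% = no-cell wells with DMSO; some compounds called inactive have numbers as strong as hits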
DSG3 Ab inh – human desmoglein-3 autoantibody binding inhibition. P32926. DSG3-coupled beads, scFv-anti-DSG3-GFP binding, flow cytometry; active compounds read low. binding (percent of control), % at 10 µM. actives 0.48% (n = 310,000);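 active means binding more than 3 SD below its plate's average and above zero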;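 further: hits lower antibody fragment binding to DSG3; some compounds called inactive have numbers as strong as hits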
Arr AP2 block – blocks beta-arrestin peptide binding to AP2 adaptin. FITC-arrestin peptide / GST-AP2 beads, flow cytometry; AP2 beta2 appendage carries R879A mutation. inhibition, % at 10 µM. actives 0.31% (n = 340,000);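 active means inhibition above a set limit, near 3 SD of compounds lacking own fluorescence, cut at about 54% in these data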;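 further: plate controls were DMSO wells for no effect and 5 µM unlabelled arrestin peptide for full effect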
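Material – AP2 appendage R879A on GSH beads · Buffer or medium – PBS with 0.05% Tween 20 and 0.1% BSA · Probe or stimulus – fluorescein-tagged arrestin peptide at 50 nM final · Incubation – compound with beads 12 min RT, then probe 1 h RT · Detection – high-throughput flow cytometry of beads, ex 488, em 535 nm · Evaluation – percent response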
V-ATPase pHluor – alters yeast V-ATPase proton transport; S. cerevisiae, pHLuorin cytosolic pH fluorescence; response, % at 10 µM; actives 0.37% (n = 350,000); in the data active means response mostly above about 7.3%, no sharp cut-off; inactive means mostly below about 5.4%; further: actives read high; inactives centre near 0; some compounds called inactive have numbers as strong as hits; reference of the scale not given here
Active calls of the source: *; nt = not tested or not shown. Compounds were not picked by outcome; about 2.4% have a hit in one of these screens.

Start of the listing, in advance (five entries):
SMILES	PKA-R2B act	DAGLB inhibitor	MOR-DOR ag	HTR5A ag ctr	OPRM1-OPRD1 inv	PKA-R1A activ	HTR5A inv ctr	DSG3 Ab inh	Arr AP2 block	V-ATPase pHluor
COC(=O)c1nnn(CC(=O)NC(=O)Nc2cccc(Cl)c2C)c1C(=O)OC	5	-2	-2.0	0	11	-1	2	102	28	1
CCCCn1nnnc1NCc1ccc(OC)c(OC)c1OC	-6	-1	-2.6	-3	14	-8	11	98	19	-6
COc1ccc(/C=N/OCC(=O)N(Cc2ccccc2)c2ccccc2C(=O)O)cc1	-2	3	-0.2	-1	2	-4	3	93	-7	-1
O=C(CN1CCCCCC1)N1c2ccccc2Sc2ccc(C(F)(F)F)cc21	-11	-14	3.4	-6	-19	-3	17	107	13	-3
CCc1ccccc1NC(=O)CCN1C(=O)C2C3CCC(C3)C2C1=O (configuration not stated)	-9	-3	-3.6	3	19	3	-8	97	3	-4

The listing, from the start:
SMILES	PKA-R2B act	DAGLB inhibitor	MOR-DOR ag	HTR5A ag ctr	OPRM1-OPRD1 inv	PKA-R1A activ	HTR5A inv ctr	DSG3 Ab inh	Arr AP2 block	V-ATPase pHluor
COC(=O)c1nnn(CC(=O)NC(=O)Nc2cccc(Cl)c2C)c1C(=O)OC	5	-2	-2.0	0	11	-1	2	102	28	1
CCCCn1nnnc1NCc1ccc(OC)c(OC)c1OC	-6	-1	-2.6	-3	14	-8	11	98	19	-6
COc1ccc(/C=N/OCC(=O)N(Cc2ccccc2)c2ccccc2C(=O)O)cc1	-2	3	-0.2	-1	2	-4	3	93	-7	-1
O=C(CN1CCCCCC1)N1c2ccccc2Sc2ccc(C(F)(F)F)cc21	-11	-14	3.4	-6	-19	-3	17	107	13	-3
CCc1ccccc1NC(=O)CCN1C(=O)C2C3CCC(C3)C2C1=O (configuration not stated)	-9	-3	-3.6	3	19	3	-8	97	3	-4
COc1ccc(S(=O)(=O)Nc2ccc3c(c2)OCCO3)cc1Cl	8	0	0.3	0	-2	5	-3	99	-9	0
COc1ccc(Nc2nc(NC(C)(C)C)nc(N3CCOCC3)n2)c(OC)c1	-10	-2	2.1	4	-14	0	7	103	0	-3
Cn1c(/C=C/c2ccc(Br)cc2)c([N+](=O)[O-])c(=O)n(C)c1=O	2	-1	1.4	-2	-6	-4	7	106	40	9
Cc1cc(SCC(=O)c2cc3ccccc3o2)nc2ccccc12	4	-17	1.0	2	-5	-6	8	101	-2	-6
NC(=O)c1ccccc1OCC(=O)Nc1ccc2c(c1)CCC2	2	0	0.1	-9	-1	10	23	106	-4	-5
Cc1ccc(S(=O)(=O)N2CCN(c3nc4ccccc4nc3-n3nc(C)cc3C)CC2)cc1	-8	-2	0.3	3	-1	-8	-10	94	5	-4
C(=N\Nc1nc2ccccc2[nH]1)/c1ccc2c(c1)OCO2	2	4	10	6	-54	0	-23	76	-45	1
COc1ccccc1C1CCN(c2ccc([N+](=O)[O-])cn2)CC1	5	-14	2.0	-3	-10	-1	-10	nt	1	5
CC(=O)Cc1nsc(NC(=O)c2ccco2)n1	3	-1	-0.5	6	3	-10	12	102	0	-1
CCOC(=O)CN1C2=NCCN2c2ccccc21	-5	-2	-3.1	2	13	-9	-5	nt	-1	4
Fc1cccc(CSc2ccc(-c3ccco3)nn2)c1	-2	-15	2.3	-5	-13	-4	10	113	-7	2
CC(C)c1nnc(NC(=O)CCC(=O)N2CCN(C3CCCCC3)CC2)s1	-9	0	1.9	2	-12	-16	-4	99	-5	-3
Cc1ccccc1NC(=O)c1ccc2c(c1)CCN2S(C)(=O)=O	-4	-2	-1.3	1	7	-10	0	111	35	1
CCCNC(=O)c1cc2ccccc2c(=O)o1	3	-1	-0.9	1	5	1	0	98	2	0
Cc1cc2n(n1)SC(Nc1ccc(F)c(Cl)c1)N2 (configuration not stated)	-2	3	1.0	3	-5	9	-6	104	4	3
COc1ccc(NC(=O)CN(C)S(=O)(=O)c2ccc3c(c2)CC(C)N3C(C)=O)cc1OC (configuration not stated)	-5	2	-2.6	-4	13	-2	1	108	16	-5
COc1ccc(C2(C(=O)NCC3CCCO3)CCOCC2)cc1 (configuration not stated)	4	-4	-1.8	2	10	-8	-26	nt	8	-1
O=c1cc(C(F)(F)F)[nH]c2c(C(F)(F)F)cccc12	1	-2	-1.4	1	8	-1	-5	102	15	-1
CNc1oc(-c2ccccc2Cl)nc1C#N	-8	-1	-1.3	1	6	7	5	101	-5	-2
Cc1ccc(NC(=O)CCN2C(=O)c3cccc([N+](=O)[O-])c3C2=O)c(Br)c1	6	1	-0.3	3	1	-7	-10	98	-7	2

A stretch taken from the entries so far:
SMILES	PKA-R2B act	DAGLB inhibitor	MOR-DOR ag	HTR5A ag ctr	OPRM1-OPRD1 inv	PKA-R1A activ	HTR5A inv ctr	DSG3 Ab inh	Arr AP2 block	V-ATPase pHluor
O=c1cc(C(F)(F)F)[nH]c2c(C(F)(F)F)cccc12	1	-2	-1.4	1	8	-1	-5	102	15	-1
CNc1oc(-c2ccccc2Cl)nc1C#N	-8	-1	-1.3	1	6	7	5	101	-5	-2
Cc1ccc(NC(=O)CCN2C(=O)c3cccc([N+](=O)[O-])c3C2=O)c(Br)c1	6	1	-0.3	3	1	-7	-10	98	-7	2

Next section:
SMILES	PKA-R2B act	DAGLB inhibitor	MOR-DOR ag	HTR5A ag ctr	OPRM1-OPRD1 inv	PKA-R1A activ	HTR5A inv ctr	DSG3 Ab inh	Arr AP2 block	V-ATPase pHluor
Cc1c(-c2ccc(Br)cc2)[n+](=O)c2c(n1[O-])CCCC2	-16	1	-2.4	2	12	-11	-44	105	21	-1
COc1cccc(NC(=O)Nc2nnc(Cc3ccc(OC)c(OC)c3)s2)c1	2	1	-3.6	4	16	-3	-16	99	1	2
CCN(CC)S(=O)(=O)c1ccc(C(=O)OCn2nnc3ccccc3c2=O)cc1	11	-2	-0.9	5	4	11	0	110	-16	7
O=C(COC(=O)c1ccc(Br)cc1)NCCc1ccccc1	10	-5	-0.6	1	3	0	-4	109	7	1
O=C(O)c1ccc([N+](=O)[O-])cc1Sc1ccsc1	13	0	-1.9	2	9	-6	-6	nt	1	1
O=C(NC(=S)Nc1ccc2nc[nH]c2c1)c1ccccc1	10	2	-0.7	-1	4	5	9	99	-3	nt
CCOC(=O)C1=C(CN2CCOCC2)NC(=O)NC1c1cccc([N+](=O)[O-])c1 (configuration not stated)	-7	1	2.5	3	-13	2	-7	95	-4	1
O=C(O)c1cccc2c1C(=O)c1ccc(-c3ccc(F)cc3OCc3ccccc3)cc1S2(=O)=O	-4	7	-0.6	3	3	-4	4	98	-1	3
NS(=O)(=O)c1ccc(NC(=O)COC(=O)CCC2CCCCC2)cc1	-5	-3	-2.5	-2	13	-10	21	85	-10	-6
COCCN=c1scc(-c2cccs2)n1/N=C/c1ccc(O)c(O)c1O	-1	16	12	7	-61	-2	-3	74	11	-5
Cc1ccsc1/C=N/Nc1nc(=O)[nH]nc1C	5	0	-0.1	1	1	4	-2	84	-13	2
COc1ccccc1OC(C)C(=O)Nc1ccc2c(c1)n(C)c(=O)n2C (configuration not stated)	-7	-3	-0.6	-3	3	4	9	100	14	-3
COc1cccc(OCc2ccc(Cl)cc2)c1C#N	1	-8	0.8	-3	-4	2	23	nt	3	-1
CCOC(=O)C1CCCN(C(=O)COc2ccccc2O)C1 (configuration not stated)	-1	-1	-1.0	1	5	3	-2	113	-3	2
COc1ccc(C(CCN(Cc2ccc(OC)c(OC)c2)C(C)=O)C(C)C)cc1 (configuration not stated)	-4	-2	-0.2	-3	1	1	13	87	12	2
O=C(CC(C(=O)O)C1CCCO1)NCc1ccccc1 (configuration not stated)	0	0	-2.1	0	13	-6	-2	98	2	5
CC1CCCN(C(=O)c2ccc3c(=O)n(Cc4ccc5c(c4)OCO5)c(=S)[nH]c3c2)C1 (configuration not stated)	-16	1	1.4	4	-7	1	17	105	-1	5
CC(C)CNS(=O)(=O)c1ccc(S(=O)(=O)N2CCC(N3CCCCC3)CC2)cc1	5	-1	3.4	4	-28	3	-10	104	36	-4
CNC(=O)/C=C1\NC(C)(C)Cc2ccccc21	4	1	-1.5	1	9	1	21	98	-1	4
Cc1cccc(C)c1OCCn1nc(C(=O)O)c2ccccc2c1=O	-2	-3	3.0	-2	-13	-5	-9	nt	20	-4
Cc1csc(NC(=O)CSc2nnc3c4ccccc4nc(C(C)(C)C)n23)n1	9	-1	5.2	2	-29	2	13	107	4	-6
Cc1ccc(N(CC(=O)N/N=C/c2cccc(Br)c2)S(C)(=O)=O)cc1	0	-1	3.9	6	-20	7	-16	93	45	0
CCN(CC(=O)NCc1ccc(F)cc1)C(=O)c1ccc2c(c1)OCO2	2	-2	-5.5	1	22	5	-2	95	12	0
C=CCN(c1ccc(Br)cc1C(=O)OC)S(C)(=O)=O	6	-2	-1.4	4	8	-5	-12	106	4	1
O=C(CCc1ccccc1)NC(NC(=S)Nc1cccc(Cl)c1)C(Cl)(Cl)Cl (configuration not stated)	-4	-3	9.8	1	-58	2	-21	95	10	-2
(listing goes on)
SMILES	PKA-R2B act	DAGLB inhibitor	MOR-DOR ag	HTR5A ag ctr	OPRM1-OPRD1 inv	PKA-R1A activ	HTR5A inv ctr	DSG3 Ab inh	Arr AP2 block	V-ATPase pHluor
Cn1c(COc2ccccc2)nnc1SCC(=O)c1cccc([N+](=O)[O-])c1	-12	1	2.6	-3	-15	-4	8	97	0	0
Cn1c(=O)c2c(nc(Sc3ncccn3)n2Cc2ccccc2Cl)n(C)c1=O	-4	-2	-0.9	6	5	4	26	112	-3	1
c1ccc(SCCOCCn2cncn2)cc1	3	-1	-0.7	-6	4	1	-6	113	-1	4
C[C@]12CC[C@H](O)CC1=CCC1C2CC[C@@]2(C)C1CC[C@@H]2NCc1ccccc1 (some centres not stated)	-4	1	nt	nt	nt	1	nt	107	nt	3
O=C(CN1C(=O)NC2(CCCCC2)C1=O)NCCc1ccc(Cl)cc1Cl	-12	0	-2.2	0	12	3	1	94	-14	-2
CCOc1ccc(N/C(C)=C/C(=O)c2ccc3c(c2)OCCO3)cc1	4	-3	-3.0	-2	16	13	-10	112	28	-5
CCc1ccc(/C=C2\Oc3c(ccc(O)c3CN3CCN(CCO)CC3)C2=O)cc1	4	2	-0.2	10	1	-8	10	101	2	-1

Four compounds from above, sorted by the value under PKA-R2B act, smallest number first.
Compound	PKA-R2B act
O=C(CN1C(=O)NC2(CCCCC2)C1=O)NCCc1ccc(Cl)cc1Cl	-12
Cn1c(=O)c2c(nc(Sc3ncccn3)n2Cc2ccccc2Cl)n(C)c1=O	-4
c1ccc(SCCOCCn2cncn2)cc1	3
CCc1ccc(/C=C2\Oc3c(ccc(O)c3CN3CCN(CCO)CC3)C2=O)cc1	4
